Screens: PubChem, several laboratories
West Nile virus CPE = West Nile virus antiviral activity, cell-based, CPE readout (AID 1621). West Nile virus-infected cells, CPE inhibition; higher % means a stronger effect. one-dose CPE inhibition, % at 10 µM; IC50 in µM for titrated hits. 290,000 tested, 0.02% active; in the data active = a potency from the dose series; also: strong numbers were not always called active
PhoP inhibition = inhibitors of PhoP regulon expression, primary screen, Salmonella Typhimurium, GFP reporter (AID 1863) | S. Typhimurium PhoP-regulated promoter GFP reporter, 4 h; higher % means a stronger effect | one-dose inhibition, % at 50 µM; IC50 in µM for titrated hits | 300,000 tested, 0.16% active;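 active = inhibition over 29.93%, a cutoff 3 SD above the screen mean, later confirmed by dose response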;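 also: 0% = low Mg2+ inducing control and 100% = high Mg2+ repressing control; strong numbers were not always called active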
RSV CPE inhibition = RSV antiviral activity via CPE protection, HEp-2 cells, primary 10 µM value included (AID 2391); HEp-2 cells, RSV-induced CPE inhibition; higher % means a stronger effect; CPE inhibition, % at 10 µM, or IC50 in µM where a hit was titrated; 310,000 tested, 0.13% active; in the data active = a potency from the dose series; also: strong numbers were not always called active
Rac1 GTP hydrolysis = MgcRacGAP GTPase-activating activity inhibitors, confirmation, biochemical, ADP Hunter fluorescence | AID 624330, 2012 | 340,000 tested, 0.6% active | inhibition, % at 30 µM; hits with a dose series show IC50 in µM | MgcRacGAP-stimulated Rac1 GTP hydrolysis, ADP Hunter fluorescence; higher % means a stronger effect; GST-tagged Rac1 F28L mutant substrate;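 active = first-screen hits whose inhibition reached a set limit at any dose in the follow-up dose series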;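 also: fluorescence reports GDP produced by GAP-driven GTP hydrolysis; strong numbers were not always called active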
WT yeast gro inh = growth inhibition of WT strain, primary screen, mitochondrial fusion inhibitor project, WT and mutant strains, chemical genetic | 190,000 tested, 2.1% active | AID 1362, 2008 | mitochondrial fusion phenotypic screen | inhibition, % at 10 µM; in the data active = inhibition above about 58%; tested in S. cerevisiae
Myeloid diff MLP = induction of myeloid progenitor differentiation, primary screen, cell-based, flow cytometry, MLPCN library; ER-HoxA9 myeloid progenitors, lysozyme-GFP differentiation; calls only at 10 µM; 360,000 tested, 1% active; AID 624256, 2012;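 active = normalized GFP-positive differentiation at or above the plate's own cutoff, the solvent-only control mean plus 3 SD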;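 also: cells exposed to compound for four days before flow analysis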
T cell modulator = modulators of CD8 T cell-vesicle binding, primary screen, mouse 2C CD8+ T cells, flow cytometry; 2C CD8+ T cell-vesicle binding; stronger effect = lower value; calls only at 7 µM; 330,000 tested, 0.068% active;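 active = response, share of CD8 T cells binding vesicles, and their 90th percentile fluorescence all below set limits, cut at about 80% in these data, passing the limit was not always enough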
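System: murine 2C transgenic CD8+ T lymphocytes; also added: QL9-loaded Drosophila micro-vesicles; times: binding 1.5 h at 37 °C; measured by: flow cytometry, PE anti-B7-1 (FL2) versus Alexa647 anti-CD8 (FL8), PFA-fixed; control set: Peptide-free naked vesicles (low) and QL9 vesicles with 0.7% DMSO vehicle (high)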
Large T inhibition = SV40 large T antigen inhibitors, biochemical (AID 1903). SV40 large T antigen ATPase/helicase inhibition assay; higher % means a stronger effect. one-dose inhibition, % at 20 µM; IC50 in µM for titrated hits. 310,000 tested, 0.39% active; in the data active = a potency from the dose series; also: strong numbers were not always called active
b-catenin transl = modulators of beta-catenin nuclear translocation, primary screen, imaging, HeLa cells, immunofluorescence, high-content | 190,000 tested, 0.3% active | nuclear translocation activity, % at 5 µM | AID 1665, 2009;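 active = nuclear translocation activity above 50% at 5 µM, with a well cell count of 50 or more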;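 also: per-cell ratio of nuclear to cytoplasmic median beta-catenin stain intensity; plate controls were DMSO negative control for no effect and GSK-3 inhibitor IX positive control for full effect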
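assay system = human HeLa cells, endogenous beta-catenin | times = compound treatment 24 h, 37°C, 5% CO2 | detection = Anti-beta-catenin immunofluorescence on PFA-fixed, Triton-permeabilized cells, DAPI nuclei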
WT yeast gro inh mutant strain = further read-out of WT yeast gro inh, marked with its call; inhibition, %; mitochondrial fusion phenotypic screen, mutant strain inhibition
b-catenin transl cell count 5 µM = second read-out of b-catenin transl, no call of its own (marks repeat the call); cell count; measured here: cell count, cytotoxicity flag
T cell modulator vesicle-bound % = further read-out of T cell modulator, marked with its call; double positive events, %; measured here: CD8+ vesicle-bound cell fraction;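 binding gate set so that unloaded-vesicle control wells show 10% double positive cells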
Myeloid diff MLP GFP+ MAC1+ % = also measured in Myeloid diff MLP; calls as there; GFP+ MAC1+ double positive, %; measured here: differentiation confirmed by MAC1 staining
An asterisk follows results filed as active; i = inactive; nt = no result given.

SMILES	West Nile virus CPE	PhoP inhibition	RSV CPE inhibition	Rac1 GTP hydrolysis	WT yeast gro inh	WT yeast gro inh mutant strain	Myeloid diff MLP	Myeloid diff MLP GFP+ MAC1+ %	T cell modulator	T cell modulator vesicle-bound %	Large T inhibition	b-catenin transl	b-catenin transl cell count 5 µM
CC1CN(S(=O)(=O)c2cccc(-c3cn4ccccc4n3)c2)CC(C)O1 (stereo unspecified)	-0.5%	14%	12%	4%	1	-25	i	5.4	i	22	16%	-0.5	1136
O=C(NN=C1CCCCC1)NC1CCCCC1	-0.9%	1%	0.1%	-4%	-5	20	i	0.2	i	37	10%	-1.9	1070
COc1ccccc1NC(=O)C1=C(C)Nc2nc(CCCO)nn2C1c1cccnc1 (stereo unspecified)	0.1%	0%	1.0%	6%	4	0	i	0.4	i	30	13%	0.3	1092
CN(C)C(=S)NC(=O)C12CC3(C)CC(C)(CC(C)(C3)C1)C2	-0.2%	-6%	1.1%	nt	nt	nt	i	1.0	i	25	15%	1.4	1344
Cc1nc(NC(=O)/C=C/c2ccccc2)n[nH]1	-0.7%	-1%	6.4%	5%	-9	-7	i	0.2	i	59	19%	0.4	967
COc1cccc2cc(C(=O)N3CCC(C)CC3)c(=O)oc12	-0.4%	3%	1.1%	6%	-2	-5	i	0.9	i	65	0%	nt	nt
CN(C)C/C=C/C(O)(c1ccccc1)c1ccccc1	-0.1%	-9%	1.9%	8%	nt	nt	i	0.3	i	29	11%	0.5	1400
CCn1c(SCC(=O)C(C)(C)C)nnc1-c1ccccc1OC	0.2%	5%	-0.1%	8%	-15	-4	i	1.1	i	51	-2%	0.1	1115
COc1ccc(CCN2C(=O)C3C4CCC(C4=C(C)C)C3C2=O)cc1OC (stereo unspecified)	-0.9%	-15%	2.2%	8%	-18	-1	i	1.0	i	27	3%	-2.3	1012
CC(C)COc1cccc(C(=O)N(CC(=O)Nc2ccccc2C(F)(F)F)Cc2ccco2)c1	nt	nt	-0.1%	3%	nt	nt	i	0.6	i	34	nt	nt	nt
COc1ccc(S(=O)(=O)NCc2cc(=O)n(C)c(=O)n2C)cc1F	-0.4%	2%	4.3%	7%	nt	nt	i	0.4	i	26	8%	nt	nt
COc1ccc(NC(=O)Cn2nc(C)c([N+](=O)[O-])c2C)cn1	0.0%	11%	0.6%	7%	2	10	i	0.2	i	42	9%	nt	nt
CCN1CCCC1CNCc1cccc(OC)c1OCc1ccccc1 (stereo unspecified)	0.3%	7%	0.3%	0%	-10	-27	i	0.6	i	37	0%	-1.3	959
CCOC(=O)c1sc(NN=C(C(=O)OC)C(=O)OC)c(C(=O)OCC)c1C	0.3%	17%	2.6%	0%	32	25	i	1.3	i	44	1%	2.6	1007
CC(=O)c1ccccc1NS(C)(=O)=O	0.5%	-10%	1.7%	7%	-9	19	i	0.6	i	46	3%	-0.7	1097

Given with values under each structure: two of the compounds above.
Values in the order: West Nile virus CPE | PhoP inhibition | RSV CPE inhibition | Rac1 GTP hydrolysis | WT yeast gro inh | WT yeast gro inh mutant strain | Myeloid diff MLP | Myeloid diff MLP GFP+ MAC1+ % | T cell modulator | T cell modulator vesicle-bound % | Large T inhibition | b-catenin transl | b-catenin transl cell count 5 µM
COc1ccc(CCN2C(=O)C3C4CCC(C4=C(C)C)C3C2=O)cc1OC (stereo unspecified)
  -0.9% | -15% | 2.2% | 8% | -18 | -1 | i | 1.0 | i | 27 | 3% | -2.3 | 1012
CC(=O)c1ccccc1NS(C)(=O)=O
  0.5% | -10% | 1.7% | 7% | -9 | 19 | i | 0.6 | i | 46 | 3% | -0.7 | 1097

New compounds follow:
SMILES	West Nile virus CPE	PhoP inhibition	RSV CPE inhibition	Rac1 GTP hydrolysis	WT yeast gro inh	WT yeast gro inh mutant strain	Myeloid diff MLP	Myeloid diff MLP GFP+ MAC1+ %	T cell modulator	T cell modulator vesicle-bound %	Large T inhibition	b-catenin transl	b-catenin transl cell count 5 µM
O=C(CSc1ccccc1C(=O)O)c1ccc([N+](=O)[O-])cc1	0.0%	-7%	0.9%	21%	-3	-8	i	0.0	i	65	16%	0.3	1094
Cc1cc(C(=O)COC(=O)CC2Sc3ccccc3NC2=O)c(C)n1-c1cccc(C(F)(F)F)c1 (stereo unspecified)	-1.4%	6%	12%	8%	31	-7	i	0.5	i	60	2%	nt	nt
COc1ccc(CN2CCN(Cc3cc4ccccc4o3)CC2CCO)cc1C (stereo unspecified)	-0.9%	15%	-0.6%	18%	nt	nt	i	0.4	i	64	0%	nt	nt
CC(C)NC(=O)CN1C(=O)C(C)(C)Oc2ccc(C(=O)NC3CCCCC3)cc21	-0.7%	-1%	-0.4%	3%	nt	nt	i	0.3	i	13	0%	nt	nt
Cc1ccc(NC(=O)C2CC(=O)N/C(=N/N=C/c3ccco3)S2)cc1C (stereo unspecified)	0.0%	-3%	1.3%	5%	11	7	i	0.6	i	38	6%	-0.8	1015
CC(C)NC(=O)CSCc1c(Cl)cccc1Cl	0.0%	-5%	1.6%	10%	17	5	i	1.1	i	52	13%	1.7	956
COc1ccc(C(=O)Nc2nc(C)cc(C)n2)cc1[N+](=O)[O-]	-0.7%	-2%	0.1%	4%	14	14	i	0.9	i	48	4%	-0.7	1173
CSc1nnc2c3c4c(sc3nc(-n3nc(C)cc3C)n12)COC(C)(C)C4	-0.3%	7%	nt	7%	37	-7	i	0.4	nt	nt	1%	-2.5	1135
Cc1ccc(NC(=O)c2oc3ccc(S(=O)(=O)N4CCC5(CC4)OCCO5)cc3c2C)cc1C	-0.7%	0%	5.5%	2%	13	-16	i	0.2	i	44	2%	3.9	524
Cc1cc(C)n2nc(SCc3cccc(F)c3)nc2n1	-0.7%	0%	1.2%	-6%	nt	nt	i	0.2	i	50	8%	nt	nt
CC(=O)c1ccc(N2CCN(C(=O)C3CCN(S(=O)(=O)Cc4ccccc4)CC3)CC2)cc1	-0.1%	20%	2.6%	5%	-10	-10	i	1.9	i	49	-5%	-2.2	1206
O=C(CSc1ccc(C(F)(F)F)cc1[N+](=O)[O-])N1CCOCC1	-0.2%	7%	0.2%	3%	nt	nt	i	0.5	i	50	4%	nt	nt
O=[N+]([O-])c1ccc2nc(NCCCO)nc(-c3ccccc3)c2c1	-1.1%	-2%	5.1%	2%	-10	-16	i	0.5	i	45	11%	-1.4	454
O=S(=O)(NCC(c1cccnc1)N1CCN(c2ccc(F)cc2)CC1)c1ccc(F)cc1 (stereo unspecified)	-0.5%	11%	-0.8%	3%	9	-2	i	2.1	i	57	-2%	-2.7	1120
CC(C)c1nnc(NC(=O)CSc2nnc(-c3ccco3)o2)s1	0.4%	2%	1.6%	8%	-5	-13	i	0.5	i	47	9%	-1.1	1476
COc1ccc(C(=O)CN2CCN(c3ccc(F)cc3)CC2)cc1OC	nt	-19%	0.5%	2%	23	4	i	3.2	i	21	11%	0.0	1299
CC(c1ccco1)N(C(=O)c1ccccc1NS(=O)(=O)c1cccc([N+](=O)[O-])c1)c1ccccn1 (stereo unspecified)	-0.1%	-10%	2.2%	10%	14	-16	i	0.2	i	60	28%	-1.8	463
CCN(CC)c1ccc2ccc(=O)oc2c1	-0.2%	-4%	3.3%	nt	-22	2	i	0.0	i	52	29%	1.8	998
O=S(=O)(Nc1ccc(N2CCOCC2)cc1)c1ccc(F)cc1F	0.4%	-5%	2.2%	8%	-9	3	i	1.2	i	19	9%	-1.3	1171
Cc1cccc(-c2c3c(=O)n(C)c(=O)n(C)c3c3cccnn23)c1	2.3%	-4%	0.1%	7%	8	9	i	0.8	i	9	10%	-2.1	992
Cc1ccc2c(c1)N(C(=O)CCC(=O)N1CCCCC1)CCO2	-0.2%	nt	0.3%	-2%	nt	nt	i	5.2	i	18	9%	nt	nt
CC(NC(=O)c1cc(S(=O)(=O)N2CCOCC2)ccc1N1CCCC1)c1ccc(Cl)c(Cl)c1 (stereo unspecified)	nt	-2%	-1.6%	5%	nt	nt	i	0.6	i	63	2%	nt	nt
COc1cccc(N2CCN(S(=O)(=O)c3cccc4nsnc34)CC2)c1	-0.5%	8%	1.6%	11%	10	-33	i	0.4	i	46	15%	-0.2	1048
O=C(O)c1cc(N2C(=O)C3C4C=CC(C4)C3C2=O)ccc1NCc1cccnc1 (stereo unspecified)	1.3%	-7%	0.4%	3%	7	18	i	0.7	i	54	13%	-8.5	1133
CC(C)Oc1ccc(CCc2nnc(SCC(=O)O)n2-c2ccccc2)cc1	0.7%	-1%	1.0%	7%	-10	11	i	0.3	i	43	9%	-0.7	1014
O=c1nc(N2CCOCC2)nc(N/N=C/c2ccc3c(c2)OCO3)[nH]1	0.5%	3%	4.1%	8%	5	9	i	0.3	i	3	2%	-1.0	1105
COc1ccc(CCNC(=O)[C@@H](NC(=O)c2ccccc2F)C(C)C)cc1OC	-0.5%	-3%	-0.4%	6%	-4	9	i	0.6	i	44	13%	-2.3	1033
CCn1cc(CN2CCC(C(=O)Nc3cccc(-c4cccc(OC)c4)c3)CC2)cn1	-0.6%	7%	0.1%	11%	nt	nt	i	0.8	i	77	4%	nt	nt
O=C(COC(=O)CCCSc1nc2ccccc2[nH]1)Nc1cccc(F)c1	-0.8%	1%	-0.2%	3%	-12	-6	i	1.7	i	4	0%	-1.6	1148
O=C(Nc1ccc2c(c1)C(=O)NC2=O)c1ccc(Cl)s1	nt	-4%	3.2%	2%	5	-16	i	1.8	i	52	6%	-0.6	1112
COc1ccc(CCN2C(=O)C3C4CC(C5C(C(N)=O)=NOC45)C3C2=O)cc1OC (stereo unspecified)	-0.1%	-8%	3.1%	3%	-3	17	i	0.4	i	45	3%	nt	nt
O=C(CCCn1nnnc1CN1CCOCC1)N1CCC(c2ccc(F)cc2)C1 (stereo unspecified)	-0.8%	2%	-0.7%	4%	nt	nt	i	0.7	i	52	1%	nt	nt
COCCN(C(=O)CSc1nnc(-c2ccc(C)c(C)c2)o1)c1c(N)n(CC(C)C)c(=O)[nH]c1=O	nt	-2%	13µM*	9%	nt	nt	i	0.5	i	11	13%	nt	nt
COc1ccc(S(=O)(=O)N2CCCC2CNC(=O)C(=O)Nc2cccc(F)c2)cc1 (stereo unspecified)	nt	7%	-0.3%	1%	nt	nt	nt	nt	i	24	0%	nt	nt
